# tuberculosis growth – growth inhibition of non-replicating M. tuberculosis (AID 488890); Mycobacterium tuberculosis non-replicating, growth inhibition; higher % means a stronger effect; one-dose inhibition, % at 25 µM; IC50 in µM for titrated hits; 0.39% of 320,000 active; in the data active means a potency from the dose series; inconclusive means inhibition mostly from about 82% at the one dose, without a potency; inactive means the rest, 99 in 100 with inhibition below about 76%;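 further: plate controls were DMSO cells for no effect and high antibiotic wells for full effect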
# H37Rv inhibition – M. tuberculosis growth inhibition, HTS (AID 449762); 0.59% of 330,000 active; M. tuberculosis H37Rv growth inhibition, 7H9 media; higher % means a stronger effect; inhibition, % at 25 µM, or IC50 in µM where a hit was titrated; in the data active means a potency from the dose series; inconclusive means inhibition above about 70% without an active follow-up result;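 further: bacterial growth assessed after seven days of incubation; strong numbers were not always called active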
# H1N1 NS1A inhibition – NS1A inhibition, H1N1 influenza, cell based functional assay (AID 504329); NS1A functional cell-based assay, percent inhibition; higher % means a stronger effect; inhibition, % at 12.5 µM; hits with a dose series show IC50 in µM; 0.3% of 340,000 active; in the data active means a potency from the dose series; inconclusive means inhibition above about 27% without an active follow-up result; further: strong numbers were not always called active
# VEEV TC-83 Vero – inhibitors of VEEV TC-83 cytopathic effect, confirmation, Vero cells (AID 588727) | Vero cells, VEEV TC-83 cytopathic effect inhibition; higher % means a stronger effect | one-dose inhibition, % at 20 µM; IC50 in µM for titrated hits | 0.13% of 350,000 active; in the data active means a potency from the dose series; inconclusive means inhibition mostly from about 14% at the one dose, without a potency; inactive means the rest, 99 in 100 with inhibition below about 12%; further: strong numbers were not always called active
# PhoP GFP inhibition – PhoP regulon inhibitors, Salmonella typhi PhoP promoter GFP reporter, confirmatory (AID 1850) | Salmonella Typhi PhoP-promoter GFP reporter, fluorescence, 4 h; higher % means a stronger effect | one-dose inhibition, % at 50 µM; IC50 in µM for titrated hits | 0.33% of 310,000 active; in the data active means a potency from the dose series; inconclusive means inhibition mostly from about 25% at the one dose, without a potency; inactive means the rest, 99 in 100 with inhibition below about 19%;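 further: 0% = induced wells with vehicle and 100% = uninduced wells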
# VEEV TC-83 Vero 10K pilot screen – second read-out of VEEV TC-83 Vero, no call of its own (marks repeat the call); inhibition, %; measured here: 10K pilot screen inhibition
# Numbers without * were called inactive; i = inactive; ? = inconclusive; / = no result given.
SMILES,tuberculosis growth,H37Rv inhibition,H1N1 NS1A inhibition,VEEV TC-83 Vero,PhoP GFP inhibition,others
Cc1c(Cl)c([N+](=O)[O-])nn1CCCC(=O)Nc1sc2c(c1C(N)=O)CCC(C)C2 (stereo unspecified),9%,-7%,28%,0.8%,-4%,VEEV TC-83 Vero 10K pilot screen=2.8
CC(C)C(=O)Nc1cc2c3c(c1)CCN3C(=O)CC2,5%,9%,-5%,2.8%,-2%,
CC(C)c1ccc(CNC(=O)C2CCCN2S(=O)(=O)c2ccccc2)cc1 (stereo unspecified),3%,-2%,3%,i,1%,
O=C1Nc2ccccc2C(O)(C(=O)NCc2ccco2)N1c1ccc(Cl)c(Cl)c1 (stereo unspecified),25%,-10%,1%,0.1%,-8%,
N#CN=C(c1ccccc1)c1ccccc1,7%,-4%,-3%,7.5%,-5%,
CCOc1ccc(CN2C(=O)c3ccccc3C2C(=O)NCc2cccnc2)cc1 (stereo unspecified),16%,-10%,-5%,i,-7%,
CCCc1c(C)c2ccccc2[nH]c1=O,0%,-3%,9%,1.9%,-10%,
CC(C)NC(=O)c1sc2nc(-c3cccs3)cc(-c3cccs3)c2c1N,56%,6%,/,/,-9%,
COC(=O)CSc1nnc(-c2ccoc2C)n1-c1ccc(C)cc1,68%,8%,24%,2.0%,-4%,
COC(=O)c1n[nH]n(-c2ccc(F)c(Cl)c2)c1=O,8%,3%,/,1.9%,0%,
COc1cccc(OC)c1C(=O)Nc1c(C(=O)N2CCN(c3ccccn3)CC2)oc2ccccc12,16%,2%,9%,8.5%,-3%,
O=C(COc1ccc(Br)cc1)N1CCN(c2ccc([N+](=O)[O-])c(N3CCCCC3)c2)CC1,49%,0%,28%,i,-7%,VEEV TC-83 Vero 10K pilot screen=0.1
COC(=O)[C@]1(C)N[C@H](CN(C)C(=O)NC(C)C)[C@@H]2C(=O)N(Cc3ccccc3)C(=O)[C@@H]21,-14%,-5%,-6%,0.4%,/,
CCC(CO)NS(=O)(=O)c1cc(-c2nn(C)c(=O)c3ccccc23)ccc1C (stereo unspecified),-8%,6%,-69%,5.9%,7%,
CCOC(=O)N1CCc2c(sc3c2c(=O)n(Cc2ccccc2)c(=O)n3CC(=O)NCCOC)C1,8%,-1%,0%,1.6%,-2%,
CCOc1ccc(N(CC(=O)Nc2cccc(OC)c2)S(C)(=O)=O)cc1,5%,-1%,2%,1.7%,2%,
COc1cccc(C2C(C(=O)c3cccs3)=C(O)C(=O)N2CCN2CCOCC2)c1OC (stereo unspecified),/,/,-10%,1.3%,/,
CC1=Nc2ccc(Br)cc2C(c2ccccc2)N1CC(=O)O (stereo unspecified),5%,-6%,2%,1.1%,-6%,
O=C1/C(=C/c2cccs2)CCC/C1=C\c1cccs1,?,-4%,8%,0.6%,-7%,
CCC(C)(C)NC(=O)C(c1cccc(OC)c1)N(C(=O)CNC(=O)c1cccs1)c1cccnc1 (stereo unspecified),-5%,-2%,-1%,3.7%,2%,
Cc1oc(-c2ccc(Cl)cc2)nc1CS(=O)CC(=O)NCCCN1CCN(Cc2ccccc2)CC1 (stereo unspecified),27%,7%,7%,i,11%,
Nc1ccc(Cc2ccccn2)cc1,39%,?,4%,2.9%,-1%,
CC1(C)C(C=C(Cl)Cl)C1C(=O)N1CCN(c2ccccc2)CC1 (stereo unspecified),6%,-6%,1%,3.4%,-6%,
CC(=O)N1CCC(C(=O)Nc2cc(C)cc(C)c2)CC1,7%,-2%,11%,i,5%,
CC(=O)c1ccc(S(=O)(=O)N2CCC(NC(=O)Nc3cccc(F)c3)CC2)cc1,?,2%,1%,1.2%,1%,

# Reprinted at random: 4 entries already listed, in no set order.
SMILES,tuberculosis growth,H37Rv inhibition,H1N1 NS1A inhibition,VEEV TC-83 Vero,PhoP GFP inhibition,others
COc1cccc(C2C(C(=O)c3cccs3)=C(O)C(=O)N2CCN2CCOCC2)c1OC (stereo unspecified),/,/,-10%,1.3%,/,
CC(C)NC(=O)c1sc2nc(-c3cccs3)cc(-c3cccs3)c2c1N,56%,6%,/,/,-9%,
CCC(C)(C)NC(=O)C(c1cccc(OC)c1)N(C(=O)CNC(=O)c1cccs1)c1cccnc1 (stereo unspecified),-5%,-2%,-1%,3.7%,2%,
Cc1oc(-c2ccc(Cl)cc2)nc1CS(=O)CC(=O)NCCCN1CCN(Cc2ccccc2)CC1 (stereo unspecified),27%,7%,7%,i,11%,

# Further results:
SMILES,tuberculosis growth,H37Rv inhibition,H1N1 NS1A inhibition,VEEV TC-83 Vero,PhoP GFP inhibition,others
COc1ccc(C(C)(C)C)cc1NC(=O)COC(=O)c1nc2nccc(C)n2n1,-5%,6%,8%,1.6%,/,
CC(Sc1nc(NCc2ccccc2)nc(N2CCOCC2)n1)C(=O)Nc1ccccc1 (stereo unspecified),-21%,-10%,-2%,4.5%,-3%,
O=C(c1ccco1)N1CCN(C(=O)c2cn(-c3ccccc3)nc2-c2ccccc2)CC1,22%,-2%,-18%,5.6%,/,
CCCc1nnc(NC(=O)CCC(=O)N2CCN(CCOc3ccc(C)cc3)CC2)s1,25%,9%,3%,i,-2%,
O=C(/C=C/c1ccccc1)/C=C/c1ccccc1,?,?,2%,>25µM*,4%,
COc1ccc(SCC2CN(C)CCC2c2ccc(F)cc2)cc1 (stereo unspecified),33%,-1%,6%,3.5%,-5%,
C=CCOC(=O)C1=C(C)NC(SCC(=O)OCC)=C(C#N)C1c1ccc(C)cc1 (stereo unspecified),?,?,-3%,1.4%,1%,
COc1cc2cc(C(c3nnnn3C(C)(C)C)N3CCc4ccccc43)c(=O)[nH]c2cc1OC (stereo unspecified),41%,97µM*,-1%,8.4%,10%,
CC1CC(C)CN(S(=O)(=O)c2ccc3c(c2)CCN3C(=O)C2CC2)C1 (stereo unspecified),2%,-10%,11%,0.7%,1%,
CCCC(=O)NC(=S)Nc1ccc(N2CCOCC2)c(Cl)c1,?,6%,-2%,2.1%,-2%,
Cc1[nH]c2ccccc2c1/C=N/NC(=O)CNC(=O)c1cccs1,4%,-14%,-2%,0.3%,0%,
Cn1c(N)c(C(=O)CSc2nnc(C3CC3)n2-c2ccccc2)c(=O)n(C)c1=O,-2%,-7%,-5%,0.1%,/,
CC1(C)c2cc(O)ccc2OC1N1CCOCC1 (stereo unspecified),-3%,-2%,3%,0.3%,-3%,
COc1ccc(C(=O)NCCS(=O)(=O)N2CCN(Cc3ccccc3)CC2)cc1,-12%,-8%,-3%,1.1%,6%,
O=C(CSc1nc2ccccc2[nH]1)c1ccc2c(c1)OCO2,3%,6%,2%,3.3%,-8%,
COc1cccc(-c2nc(Oc3cc(C)cc(C)c3)c3ccccc3n2)c1O,1%,-9%,/,/,-10%,
O=C(C[n+]1ccc(-c2nnc3n2CCCCC3)cc1)c1ccc(Cl)cc1,3%,-1%,2%,1.5%,6%,
O=C(N/C=C/c1ccccc1)c1ccccc1,37%,1%,12%,i,3%,
CCN(C(=O)CN1CC=C(c2ccccc2)CC1)c1c(N)n(Cc2ccccc2)c(=O)[nH]c1=O,15%,-4%,8%,1.0%,4%,
COC(=O)c1cc(NC(=O)c2ccc(-c3ccccc3)cc2)ccc1Cl,-13%,0%,-8%,1.2%,-10%,
COc1ccc(CCNC(=O)NC23CC4CC(CC(C4)C2)C3)cc1OC,20%,1%,3%,1.6%,4%,
Nc1nc2nccc(-c3ccco3)n2n1,-8%,2%,-6%,3.3%,10%,
CC(C)(C)OC(=O)NCc1ccc(CNC(=O)c2[nH]cnc2C(=O)N[C@@H](Cc2ccccc2)C(=O)OC(C)(C)C)cc1,9%,5%,-12%,6.5%,-20%,
CC(C)C1N=C(c2ccc3c(c2)OCO3)CC(c2ccccc2O)N1 (stereo unspecified),60%,21µM*,6%,>25µM*,24%,
CC(=O)Nc1ccc(OCCOc2ccc(NC(C)=O)cc2)cc1,-11%,-9%,16%,0.7%,-4%,

# (continued)
SMILES,tuberculosis growth,H37Rv inhibition,H1N1 NS1A inhibition,VEEV TC-83 Vero,PhoP GFP inhibition,others
COc1cccc(N(CC(=O)NCCSCc2ccc(Cl)cc2)S(C)(=O)=O)c1,19%,-3%,18%,i,7%,
CCCCCCn1c(N)c(C(=O)NCCN2CCOCC2)c2nc3ccccc3nc21,58%,?,-39%,2.8%,4%,
Cc1c(OCC(=O)NCC2CCC(C(=O)O)CC2)ccc2c3c(c(=O)oc12)CCC3 (stereo unspecified),-1%,-12%,3%,0.6%,2%,
Cc1ccc(C(=O)NNC(=O)c2cccc(S(=O)(=O)N3CCOCC3)c2)cc1,-6%,0%,0%,2.1%,/,
Cc1cc(=O)oc2cc(OCC(=O)OCC(=O)Nc3ccc(C(N)=O)cc3)ccc12,-11%,-15%,-6%,0.8%,-11%,
CCn1cc(CNCc2cn[nH]c2-c2cc3ccccc3o2)cn1,8%,-6%,-2%,0.8%,9%,
COc1ccc2c(C)cc(N3CCN(c4ccc(F)cc4)CC3)nc2c1,18%,11%,5%,1.0%,-23%,
COc1ccc(-c2c3c(nc4sc5c(Cl)nc(C)nc5c24)CCC3)cc1,-3%,-2%,-12%,6.7%,-10%,
Cc1ccc(CN2CCN(/N=C/c3cccs3)CC2)cc1,-3%,7%,12%,0.6%,10%,
Cc1ccc2[nH]c3c(c2c1)CN(C(=O)CN(C)CC1OCCO1)CC3,10%,-3%,9%,1.8%,12%,
Cc1nc2c(-c3ccc(Cl)cc3)cnn2c(N)c1-c1ccc(F)cc1,3%,-7%,-17%,9.0%,0%,
COC(=O)c1ccc(NC(=O)Nc2ccc(C)cc2)cc1,20%,6%,-16%,0.7%,-5%,
Cc1cccn2c(=O)c3cc(S(=O)(=O)c4ccc(Br)cc4)c(=N)n(C4CCCC4)c3nc12,3%,-5%,-2%,1.6%,-9%,
COC(=O)c1nnn(-c2nonc2N)c1CSc1nnc(N)s1,2%,7%,-4%,1.6%,-1%,
CCOC(=O)[C@H]1[C@H]2COc3cc(OC)ccc3[C@@H]2N2C(=O)CN(CCc3c[nH]c4ccccc34)C(=O)[C@@]12C,70%,?,-6%,7.8%,/,
CC(C)(C)c1ccc(C(=O)Nc2ccc(N3CCOCC3)cc2)cc1,2%,-7%,0%,9.2%,3%,
Oc1c(C(Nc2cccc(C(F)(F)F)c2)c2cccnc2)ccc2cccnc12 (stereo unspecified),-2%,-27%,-1%,0.4%,5%,
CCC1ON(C(C)C)C2c3nc4ccccc4n3CC12 (stereo unspecified),-22%,-11%,-12%,i,4%,
CC(=O)Nc1ccc(S(=O)(=O)Nc2cccc(N(C)S(C)(=O)=O)c2)cc1,-1%,7%,6%,0.4%,-3%,
NNc1nc(-c2ccccc2)c2cc(Br)ccc2n1,-1%,9%,-25%,i,8%,
CC(C)c1nnc(NC(=O)CCc2ccccc2)s1,2%,-3%,-2%,1.4%,-9%,
CCOc1ccccc1/C=C(\NC(=O)c1ccccc1)C(=O)NCCC(=O)O,-14%,-8%,15%,i,-10%,
O=C(N[C@@H](Cc1ccccc1)C(=O)N1CCC2(CC1)NCCc1[nH]cnc12)c1cccc(F)c1,15%,-4%,-3%,1.1%,2%,
O=C(O)c1ccc(COc2ccc(CO)cc2Cl)cc1,-5%,-2%,0%,1.6%,-1%,
COC(=O)C(NC(C)=O)(Nc1nc2c(s1)CCCC2)C(F)(F)F (stereo unspecified),-8%,0%,0%,2.2%,23%,

# Carrying on:
SMILES,tuberculosis growth,H37Rv inhibition,H1N1 NS1A inhibition,VEEV TC-83 Vero,PhoP GFP inhibition,others
Nc1c(N(Cc2ccco2)C(=O)c2ccc(Cl)cc2)c(=O)[nH]c(=O)n1Cc1ccccc1,8%,3%,-10%,0.2%,/,
COc1cccc(/C(N)=N/OC(=O)Cc2ccccc2[N+](=O)[O-])c1,36%,5%,-4%,1.0%,0%,
Clc1cccc(NCc2cn3cccnc3n2)c1,-10%,-14%,5%,1.8%,1%,
Cc1c(Cl)cccc1NC(=S)N1CCN(c2ccccn2)CC1,-5%,-1%,3%,1.6%,-8%,
COc1ccc(CNC(=O)CCC(=O)Nc2cccnc2)cc1,3%,2%,4%,2.1%,-5%,
CC(C(=O)OCn1nnc2ccccc2c1=O)N1C(=O)c2ccccc2C1=O (stereo unspecified),-5%,-7%,1%,3.8%,-1%,
CC(C)(C)c1ccc(C(=O)c2cn[nH]c2-c2ccccc2O)cc1,-12%,-3%,-2%,2.4%,-9%,
CN(C(=O)COC(=O)CNC(=O)C12CC3CC(CC(C3)C1)C2)c1ccccc1,9%,-6%,-9%,1.0%,-9%,

# Gathered by group: the entries above containing a CF3 group
SMILES,tuberculosis growth,H37Rv inhibition,H1N1 NS1A inhibition,VEEV TC-83 Vero,PhoP GFP inhibition,others
Oc1c(C(Nc2cccc(C(F)(F)F)c2)c2cccnc2)ccc2cccnc12 (stereo unspecified),-2%,-27%,-1%,0.4%,5%,
COC(=O)C(NC(C)=O)(Nc1nc2c(s1)CCCC2)C(F)(F)F (stereo unspecified),-8%,0%,0%,2.2%,23%,
